TIM10 inh: growth inhibitors of TIM10 yeast strain; AID 463195; inhibition, % at 10 µM; S. cerevisiae TIM10 strain growth, BacTiter-Glo luminescence, 24 h; 330,000 tested, 1.4% active;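 active = inhibition of 40% or more at the single tested concentration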;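 note: wild-type TIM10 isogenic control strain grown at permissive 25 °C; 0% = DMSO yeast wells and 100% = minimal medium wells without yeast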
NLRP3 yeast inh: blocks the NALP3 inflammasome reconstituted in yeast | 330,000 tested, 0.39% active | Yeast reconstituted NLRP3/ASC/caspase-1, beta-gal luminescence, 24 h | AID 2825 | inhibition, % at 10 µM;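 active = inhibition of 50% or more; inactive = inhibition below 50%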;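 note: plate controls were induced DMSO wells for no effect and uninduced yeast grown without galactose for full effect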
tim10-1 inh: tim10-1 yeast growth inhibition; S. cerevisiae tim10-1 ts strain growth, BacTiter-Glo, 24 h; inhibition, % at 20 µM; 330,000 tested, 2.2% active;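 active = inhibition of at least 40%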;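 note: mutant grown at 25 °C; 0% = DMSO wells with yeast and 100% = wells holding no yeast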
tim23-1 inh: inhibits growth of tim23-1 mutant yeast; S. cerevisiae tim23-1 growth, BacTiter-Glo luminescence, 24 h; inhibition, % at 20 µM; 330,000 tested, 1.3% active;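 active = growth inhibition of the mutant yeast at or above 50%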;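 note: temperature-sensitive mutant grown at 25 °C; plate controls were DMSO-treated mutant yeast for no effect and medium wells lacking yeast for full effect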
Mdm2-MdmX inh: disrupts the human Mdm2-MdmX interaction. O15151+Q00987. AID 485346. inhibition, % at 8 µM. 330,000 tested, 3% active. SaOS-2 split-luciferase Mdm2/MdmX complementation, luminescence;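 active = inhibition of at least 50% at 8 µM in the primary screen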
APJ ag: agonists of human APJ apelin receptor. AID 2520. activation, % at 20 µM. CHO-K1 APJ PathHunter beta-arrestin, luminescence; 0% DMSO wells, 100% apelin. 330,000 tested, 0.11% active. P35414;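 active = activation more than six SD over the plate average, tested at 20 µM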;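 note: 0% = DMSO alone and 100% = apelin-13 at 10 nM; some results filed as inactive read as strong as hits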
Target sequence (P35414 whole entry, looked up): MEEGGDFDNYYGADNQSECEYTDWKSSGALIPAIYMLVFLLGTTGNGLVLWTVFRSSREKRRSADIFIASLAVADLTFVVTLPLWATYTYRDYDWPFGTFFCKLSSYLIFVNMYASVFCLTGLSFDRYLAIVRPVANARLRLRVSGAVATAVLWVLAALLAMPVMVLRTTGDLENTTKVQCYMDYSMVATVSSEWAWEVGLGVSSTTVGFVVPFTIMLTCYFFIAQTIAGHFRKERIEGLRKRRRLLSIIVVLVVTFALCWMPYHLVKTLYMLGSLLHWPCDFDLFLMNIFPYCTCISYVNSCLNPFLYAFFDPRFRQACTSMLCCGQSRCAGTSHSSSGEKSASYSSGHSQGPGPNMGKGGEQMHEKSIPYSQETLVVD
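system = engineered CHO-K1 APJ arrestin reporter cells | input = 1000 cells per well | timing = overnight seeding, 90 min compound at 25 °C, 1 h detection | measured by = enzyme-fragment complementation luminescence | read-out = beta-arrestin recruitment to APJ as agonist activity, luminescent signal | control set = negative DMSO alone, positive Apelin-13 at 10 nM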
UPR XBP1 act: adaptive UPR (XBP1) activation; AID 463104; activation, % at 20 µM; 330,000 tested, 0.33% active; CHO-XBP1 luciferase reporter, IRE1-XBP1 UPR activation, luminescence; percent of tunicamycin response, DMSO as zero;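 active = versus positive control, 20 µM dose yields 30% or more activation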;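 note: 100% = tunicamycin at 10 µg/mL and 0% = DMSO only wells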
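assay system = CHO-XBP1 luciferase reporter cells | amount = 1000 cells/well | buffer or medium = F12 plus 10% FBS | compound dosing = single point, 20 µM final compound, 1% DMSO | incubation = 16-18 h cell attachment at 37 °C, then 6 h compound exposure | detection = Steady-Glo luminescence read | controls = tunicamycin 10 µg/mL and vehicle-only wells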
UPR CHOP act: activators of apoptotic arm of unfolded protein response (CHOP); CHO-CHOP luciferase reporter, UPR activation, luminescence; percent of tunicamycin response over DMSO baseline; activation, % at 10 µM; 330,000 tested, 0.34% active;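 active = at 10 µM dose, activation of 40% or more, normalized to positive control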;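 note: 100% = tunicamycin at 10 µg/mL and 0% = DMSO alone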
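Dosing – one dose, 10 µM in 0.5% DMSO · System – CHO-CHOP cells, stable luciferase reporter of PERK-eIF2a-CHOP signalling · Input – 500 cells/well · Control set – tunicamycin 10 µg/mL final as positive, DMSO-only wells as negative · Timing – 6 h compound treatment, 37 °C · Measure – % activation vs tunicamycin · Technique – luminescence read with Steady-Glo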
GRIN3A LBD mod: NR3A (human) ligand-binding domain modulation | AID 1259313 | Tm shift relative to glycine control, % at 25 µM | NR3A LBD differential scanning fluorimetry, Tm shift; 0% = protein alone, 100% = glycine-bound protein | 340,000 tested, 2.5% active;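 active = melting temperature shift of at least 10% of the positive control shift, at one fixed dose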
* hit, by the source's call; . = no result given. Rows are unselected; any-hit rate near 8.2%.

SMILES	TIM10 inh	NLRP3 yeast inh	tim10-1 inh	tim23-1 inh	Mdm2-MdmX inh	APJ ag	UPR XBP1 act	UPR CHOP act	GRIN3A LBD mod
Cc1cc2c(c(=O)n1CCN(C)C)C(c1ccc(Cl)cc1)C(C#N)=C(N)O2 (stereo not given)	-8.1	11.2	-1.0	14.5	-5.7	2.4	-1.1	-1.2	-2.5
Cc1ccc(S(=O)(=O)N2CCN(C(=O)c3ccccc3-c3nc4ccccc4s3)CC2)c(C)c1	0.2	7.3	-5.3	4.9	37.7	7.4	4.2	10.5	0.2
O=C(Cc1ccc(-n2c(=S)[nH]c3ccccc3c2=O)cc1)N1CCN(c2ccccc2)CC1	10.7	-0.4	23.7	20.2	9.4	-1.9	0.7	-0.6	0.6
Cc1ccc(NC(=O)ON=C2CCCC2)cc1	53.5*	22.5	-0.2	52.7*	-0.6	-1.5	-0.1	6.5	-4.6
CCC1CN(C(=O)N2CCC(C(=O)Nc3ccccc3OC)CC2)c2ccccc2O1 (stereo not given)	2.7	21.6	28.9	8.7	28.6	1.2	-3.7	-0.1	-1.6
CCCCC(CC)CN=C(N)NC(N)=NCCCCCCN=C(N)NC(N)=NCC(CC)CCCC (stereo not given)	94.1*	96.7*	96.4*	88.1*	99.0*	-7.0	1.0	54.4*	3.4
CCCC1=C(C(=O)OCC)C(c2ccc(N(C)C)cc2)n2ncnc2N1 (stereo not given)	-2.4	1.1	18.8	7.9	6.8	-2.1	1.3	2.4	0.0
Cc1cccc(C)c1OCCNC(=O)C(=O)NCc1ccco1	3.4	15.6	20.3	9.9	44.5	-3.7	1.7	-2.3	0.0
CN1CCN(S(=O)(=O)c2cccc(C(=O)Oc3ccc(Br)cc3F)c2)CC1	-20.4	17.1	8.5	12.5	-4.8	5.3	-2.2	2.6	-0.6
Nc1c(C(=O)N2CCCCC2)sc(=S)n1-c1ccccc1	2.5	26.1	22.1	23.4	6.9	-7.1	1.4	0.4	3.2
COc1cccc(C(=O)Nc2nc3ccccc3[nH]2)c1	4.7	29.9	-11.7	5.7	-60.7	1.8	-8.1	-5.0	1.5
O=C(COc1cc(Cl)ccc1Cl)Nc1ccc2[nH]c(=O)[nH]c2c1	-17.5	8.1	-9.1	-5.6	37.1	2.4	-1.8	1.2	0.6
C=CCN1CCc2c(cc(O)c(O)c2Br)[C@@H](c2ccccc2)C1	12.0	8.6	20.8	12.1	-2.4	7.4	8.7	0.0	0.0
CC(C)CCNS(=O)(=O)c1ccc(-c2ccc(S(=O)(=O)NCCC(C)C)cc2)cc1	4.1	-5.4	3.5	6.6	14.5	-0.2	-2.1	2.0	1.8
O=C1NC(=Nc2ccccc2)CS1	8.8	11.3	3.3	-10.2	5.0	-3.0	1.9	2.1	-0.1
Cc1cc2c(s1)c1cnn(-c3ccccc3)c(=O)c1n2C	1.3	5.0	13.4	0.8	3.7	1.1	-2.5	1.9	2.1
CN(CCNC(=O)CN1C(=O)CSc2ccc(S(=O)(=O)N3CCCC3)cc21)Cc1ccccc1	2.4	15.9	3.0	-2.8	-15.0	-2.9	2.0	2.1	0.6
Cn1c(CNc2cccc(C(F)(F)F)c2)n[nH]c1=S	12.3	25.6	10.6	6.4	22.0	-4.1	-3.6	0.6	-0.8
CCOC(=O)C1CCN(CC(=O)Nc2cc(S(=O)(=O)N3CCCCC3)ccc2Cl)CC1	7.4	5.0	7.8	9.0	28.7	-2.5	-1.5	2.2	0.5
CCN1CCN(c2c(Cl)cccc2NC(=O)c2ccc([N+](=O)[O-])cc2)CC1	-4.9	33.1	22.1	1.5	3.3	-1.5	10.5	-0.2	0.3
COc1ccc(C2NC(=O)NC(O)(C(F)(F)F)C2C(=O)c2ccc(F)cc2)cc1 (stereo not given)	2.8	-9.6	1.3	12.2	10.9	-1.8	-1.1	1.4	-2.7
Cc1noc(C)c1S(=O)(=O)N(C)C[C@H]1Oc2c(cccc2N(C)C)C(=O)N([C@H](C)CO)C[C@@H]1C	-9.3	9.3	5.9	6.8	-25.2	-3.8	-1.9	0.3	-0.3
c1coc(-c2ccnc3ncnn23)c1	7.8	-16.1	11.3	1.5	14.1	-2.4	1.0	-2.2	1.8
CCOCCCn1c(SCC(=O)NC(C)C)nc2ccccc2c1=O	9.7	12.5	14.9	11.3	-5.0	-0.1	-1.3	0.4	0.7
O=C(NCCCN1CCN(c2ccc(F)cc2)CC1)c1cccc(N2CCCC2=O)c1	-4.8	-0.3	6.2	5.6	6.4	-2.1	-2.6	0.8	0.5

Complete entries, looked up by structure.
Profile of CN1CCN(S(=O)(=O)c2cccc(C(=O)Oc3ccc(Br)cc3F)c2)CC1 → TIM10 inh: -20.4; NLRP3 yeast inh: 17.1; tim10-1 inh: 8.5; tim23-1 inh: 12.5; Mdm2-MdmX inh: -4.8; APJ ag: 5.3; UPR XBP1 act: -2.2; UPR CHOP act: 2.6; GRIN3A LBD mod: -0.6
Profile of Cc1cc2c(c(=O)n1CCN(C)C)C(c1ccc(Cl)cc1)C(C#N)=C(N)O2 (stereo not given) → TIM10 inh: -8.1; NLRP3 yeast inh: 11.2; tim10-1 inh: -1.0; tim23-1 inh: 14.5; Mdm2-MdmX inh: -5.7; APJ ag: 2.4; UPR XBP1 act: -1.1; UPR CHOP act: -1.2; GRIN3A LBD mod: -2.5

Molecules above containing an aryl methoxy group:
SMILES	TIM10 inh	NLRP3 yeast inh	tim10-1 inh	tim23-1 inh	Mdm2-MdmX inh	APJ ag	UPR XBP1 act	UPR CHOP act	GRIN3A LBD mod
CCC1CN(C(=O)N2CCC(C(=O)Nc3ccccc3OC)CC2)c2ccccc2O1 (stereo not given)	2.7	21.6	28.9	8.7	28.6	1.2	-3.7	-0.1	-1.6
COc1cccc(C(=O)Nc2nc3ccccc3[nH]2)c1	4.7	29.9	-11.7	5.7	-60.7	1.8	-8.1	-5.0	1.5
COc1ccc(C2NC(=O)NC(O)(C(F)(F)F)C2C(=O)c2ccc(F)cc2)cc1 (stereo not given)	2.8	-9.6	1.3	12.2	10.9	-1.8	-1.1	1.4	-2.7

Mdm2-MdmX inh: what is marked active above
compound | NLRP3 yeast inh | Mdm2-MdmX inh | UPR XBP1 act | GRIN3A LBD mod
CCCCC(CC)CN=C(N)NC(N)=NCCCCCCN=C(N)NC(N)=NCC(CC)CCCC (stereo not given) | 96.7* | 99.0* | 1.0 | 3.4

The list goes on:
SMILES	TIM10 inh	NLRP3 yeast inh	tim10-1 inh	tim23-1 inh	Mdm2-MdmX inh	APJ ag	UPR XBP1 act	UPR CHOP act	GRIN3A LBD mod
Cc1c(O)c2c(=O)n(-c3ccccc3)c(-c3ccccc3)cc2oc1=O	10.1	8.8	20.1	9.2	9.3	-3.1	-3.2	0.9	-0.7
COc1ccc(CCn2c(=N)c(C(=O)NCC3CCCO3)cc3c(=O)n4cccc(C)c4nc32)cc1OC (stereo not given)	5.3	7.9	9.8	0.7	64.4*	0.0	-0.9	-1.5	-0.2
COc1cccc(/C=N/NC(=O)c2cccc3ccccc23)c1OC	-20.2	8.8	-10.5	-10.1	17.0	2.2	1.0	0.2	-1.0
CCOc1ccc(C2C=C(c3ccc(C)cc3)Nc3ncnn32)cc1 (stereo not given)	25.8	-8.5	27.0	24.8	0.7	9.7	-1.6	0.5	.
COc1ccc(CN(CC2CCCO2)S(=O)(=O)c2ccc(-n3cnnn3)c(OC)c2)cc1 (stereo not given)	18.0	8.0	24.3	25.4	20.9	-2.4	-3.2	0.9	0.3
O=C(NCc1nc2ccccc2[nH]1)C1=C[C@@H](c2ccccc2)C[C@@H](OCc2ccc(CO)cc2)O1	5.3	4.7	6.4	5.7	9.3	1.7	0.2	0.9	-15.5
CN(C)S(=O)(=O)c1ccc(C(=O)NCc2ccccn2)cc1	-8.4	-0.3	-19.2	-19.2	5.1	-2.0	-0.3	-0.1	0.3
O=C(Cn1cc2c(n1)CCCC2)NCc1ccccn1	-3.2	9.6	-11.9	-6.3	-24.9	-4.8	0.9	3.4	2.3
O=C1c2cccc3cccc(c23)N1Cc1cccc(F)c1	15.9	30.3	-18.1	32.7	11.9	-1.4	1.0	0.8	1.6
CSCCC(=O)N1CCCC(CO)(CCCc2ccccc2)C1 (stereo not given)	4.7	19.9	18.1	14.3	-22.0	-2.2	-1.8	-0.3	0.2
CCCCOC(=O)C1[C@H]2C(=O)N(c3ccccc3CC)C[C@]23C=C[C@H]1O3 (stereo not given in full)	-1.1	-12.2	-4.7	10.5	4.7	-2.0	-3.8	0.4	0.9
Cc1ccc(C(=O)O)cc1NC(=S)NC(=O)c1ccc(-c2ccccc2)cc1	6.0	25.2	24.3	24.3	-12.5	-2.4	3.9	0.8	6.4
Cc1ccc(NC2=C(Cl)C(=O)OC2OC(=O)c2ccccc2)c(C)c1 (stereo not given)	18.1	15.8	30.4	35.7	16.0	-2.6	-4.2	-0.1	-11.8
O=C(N/N=C/c1ccco1)C12CC3CC(CC(C3)C1)C2	26.3	-1.3	28.8	23.5	-0.9	-1.1	-3.5	0.6	2.4
CCN(CC)S(=O)(=O)c1ccc2oc(C(=O)Nc3ccc(OC)cc3OC)c(C)c2c1	1.0	13.6	21.9	-8.2	13.8	-3.3	0.3	2.3	-0.1
CC1CCN(S(=O)(=O)c2ccc(C(=O)N(C)C3CCS(=O)(=O)C3)cc2)CC1 (stereo not given)	6.5	8.1	1.6	-9.9	6.6	2.4	-1.5	0.7	-0.6
O=C(c1ccccc1)c1ccc(OCC(O)CN2CCOCC2)cc1 (stereo not given)	-6.6	7.7	13.0	7.7	10.0	-0.4	-1.2	-1.5	0.0
Cc1ccc(CCNC(=O)CN2C(=O)COc3ccccc32)cc1	9.2	1.6	10.1	10.6	28.5	0.4	-2.6	-2.1	-10.3

An excerpt from above in order of their number in UPR XBP1 act, rising:
| SMILES | NLRP3 yeast inh | Mdm2-MdmX inh | UPR XBP1 act | GRIN3A LBD mod |
| --- | --- | --- | --- | --- |
| O=C(COc1cc(Cl)ccc1Cl)Nc1ccc2[nH]c(=O)[nH]c2c1 | 8.1 | 37.1 | -1.8 | 0.6 |
| O=C(c1ccccc1)c1ccc(OCC(O)CN2CCOCC2)cc1 (stereo not given) | 7.7 | 10.0 | -1.2 | 0.0 |
| C=CCN1CCc2c(cc(O)c(O)c2Br)[C@@H](c2ccccc2)C1 | 8.6 | -2.4 | 8.7 | 0.0 |
